Bioassay records from PubChem BioAssay.
LDHA inh: qHTS assay for inhibitors of human lactate dehydrogenase; purified LDHA, NADH/diaphorase-resazurin fluorescence; hits give low values; hit rate 0.15% among 480,000; activity change, % (values are at about 110 or 230 µM); L-lactate dehydrogenase A chain (Homo sapiens), P00338; AID 1347041, 2019; in the data active = activity change below about -30%; inconclusive = mostly about -25% to -30%;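 also: plate controls were DMSO wells for no effect and wells without enzyme for full effect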
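Resorufin fluorescence (ex540/em590), read at 0 and 20 min after diaphorase/resazurin addition, reports the NADH left after a 5 min room-temperature reaction of 2 nM human LDH5 with 0.06 mM NADH and 0.2 mM pyruvate.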
Vif-A3F inh: qHTS for Inhibitors of Vif-A3F Interactions: qHTS. HeLa A3F-eYFP + Vif (tagged APOBEC3F with the HIV-1 protein that degrades it), YFP fluorescence increase. Potency, µM (top dose mostly 46.1 µM), without a hit: top-dose activity, negative = active. hit rate 0.2% among 390,000. AID 602313, 2012; also: potency is read from the fitted curve at half-maximal effect; % of control where 0% means no effect; nearly all actives have a fitted effect of over 65% in size
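HeLa cells stably expressing Vif plus C-terminally eYFP-tagged A3F were seeded, incubated overnight at 37 deg C, dosed with compound, incubated overnight again at 37 deg C. Yellow fluorescence (Ex 488/Em 500-530) reported blocked Vif-mediated A3F-eYFP degradation.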
Glioma ERSR ind: qHTS for Inducers of the Endoplasmic Reticulum Stress Response (ERSR) in Human Glioma: qHTS. Potency, µM, for the others: top-dose activation, most hits filed as activators. hit rate 0.02% among 420,000. AID 602332, 2012. U87-MG GRP78 promoter luciferase reporter, 16 h; also: potency is read from the fitted curve at half-maximal effect; series mostly up to about 76 µM; % of control where 0% means no effect; nearly all actives have a fitted effect of over 35% in size
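ERSR induction read as luciferase luminescence (Bright-Glo, 10 min at room temperature) in stably transfected human U87-MG glioma cells exposed to compounds for 16 h, using GRP78 as sensor.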
RGS4 inh: Inhibitors of Regulator of G Protein Signaling (RGS) 4: qHTS; AID 504845, 2011; Transcreener GDP fluorescence polarization, RGS4-accelerated GTP hydrolysis; Regulator of G-protein signaling 4 (Homo sapiens), P49798; Potency, µM (titrated, usually from 114 µM), inactives show at the top dose activity change, negative = inhibition, usual class: inhibitors; hit rate 0.039% among 390,000; also: potency is read from the fitted curve at half-maximal effect; % is scaled to controls: 0 for no effect and ±100 for the full control effect; nearly all actives have a fitted effect of over 75% in size; some results filed as inactive show a strong effect at the top dose
Target sequence (P49798 whole entry, looked up): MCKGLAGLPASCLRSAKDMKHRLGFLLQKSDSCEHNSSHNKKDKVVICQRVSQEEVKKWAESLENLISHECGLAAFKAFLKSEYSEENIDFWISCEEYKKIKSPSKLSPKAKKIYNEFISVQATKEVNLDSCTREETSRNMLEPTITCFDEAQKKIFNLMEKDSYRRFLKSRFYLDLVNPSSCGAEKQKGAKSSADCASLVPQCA
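MLSMR compounds (23 nl, pin-transferred) preincubated 10 min at room temperature with a 500nM (2x) first reagent, then RGS4 at 900nM (2x) plus Transcreener GDP mix added; fluorescence polarization (620/688 nm) read before and after 90 min at 30 °C.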
TrxR1 substrate: qHTS Assay for Substrates of Mammalian Selenoprotein Thioredoxin Reductase 1 (TrxR1): qHTS; Thioredoxin reductase 1, cytoplasmic (Rattus norvegicus), O89049; purified TrxR1 substrate turnover, NADPH consumption readout; Potency, µM (highest dose often 114 µM), inactives show top-dose activity change, negative = substrate turnover; hit rate 0.01% among 390,000; also: potency is read from the fitted curve at half-maximal effect; % is scaled to controls: 0 for no effect and ±100 for the full control effect; nearly all actives have a fitted effect of over 50% in size
Target sequence (O89049 whole entry, looked up): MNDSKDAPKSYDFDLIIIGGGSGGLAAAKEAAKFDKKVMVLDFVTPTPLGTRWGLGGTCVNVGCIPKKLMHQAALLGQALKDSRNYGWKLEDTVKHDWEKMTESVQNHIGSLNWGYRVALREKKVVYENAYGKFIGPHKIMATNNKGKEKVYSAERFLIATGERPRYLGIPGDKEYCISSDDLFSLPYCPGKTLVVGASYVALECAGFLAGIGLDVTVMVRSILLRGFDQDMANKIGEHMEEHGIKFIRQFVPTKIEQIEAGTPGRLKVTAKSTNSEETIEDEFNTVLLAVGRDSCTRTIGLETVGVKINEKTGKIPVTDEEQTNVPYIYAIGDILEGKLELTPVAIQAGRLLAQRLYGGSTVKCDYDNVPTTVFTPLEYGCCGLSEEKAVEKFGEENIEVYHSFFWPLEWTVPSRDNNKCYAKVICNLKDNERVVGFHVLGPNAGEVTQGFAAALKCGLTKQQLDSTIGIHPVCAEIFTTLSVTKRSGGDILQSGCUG
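Rat TrxR1, dispensed at 90 nM, was prereduced with 400 uM NADPH (final) for 5 min at ~22 deg C, then incubated with compound 15 min before 400 uM selenite. A first-read NADPH fluorescence drop versus no-compound background flagged substrates.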
rTrxR1 inhibitor: qHTS Assay for Inhibitors of Mammalian Selenoprotein Thioredoxin Reductase 1 (TrxR1): qHTS; Thioredoxin reductase 1, cytoplasmic (Rattus norvegicus), O89049; recombinant rTrxR1, NADPH fluorescence consumption, selenite substrate; Potency, µM (series often up to 114 µM), for the others: at the top dose activity change, negative = inhibition, hits mostly inhibitors; hit rate 1% among 390,000; AID 588453, 2011; also: potency is read from the fitted curve at half-maximal effect; % is scaled to controls: 0 for no effect and ±100 for the full control effect; nearly all actives have a fitted effect of over 65% in size
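Rat TrxR1 (90 nM in the dispensed reagent) was pre-reduced with 400 uM NADPH for 5 min at room temperature, then incubated with compound for 15 min. After 400 uM selenite was added, NADPH fluorescence (Ex 340/Em 450 nm) was followed for 8 min.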
Vif-APOBEC3G blk: qHTS for Inhibitors of Vif-A3G Interactions: qHTS | DNA dC->dU-editing enzyme APOBEC-3G (Homo sapiens), Q9HC16 | HeLa A3G-eYFP + Vif (tagged APOBEC3G with the HIV-1 protein that degrades it), YFP fluorescence, overnight | Potency, µM (top dose mostly 46.1 µM), without a hit: at the highest dose activity, negative = active, hits mostly inhibitors | hit rate 0.076% among 410,000 | AID 602310, 2012;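 also: potency is read from the fitted curve at half-maximal effect; % is scaled to controls: 0 for no effect and ±100 for the full control effect; nearly all actives have a fitted effect of over 60% in size; hits raise eYFP signal because A3G escapes Vif-driven loss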
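HeLa cells stably expressing Vif and C-terminally eYFP-tagged A3G, seeded overnight at 37 deg C, then exposed to compound by pintool overnight at 37 deg C. Rise in yellow fluorescence (Ex 488/Em 500-530, Acumen) marks blocked Vif-driven A3G degradation.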
mIDH1 inhibitor: qHTS for Inhibitors of mutant isocitrate dehydrogenase 1 (IDH1): qHTS | Isocitrate dehydrogenase [NADP] cytoplasmic (Homo sapiens), O75874 | IDH1-R132H enzyme, NADPH consumption, diaphorase/resazurin fluorescence | Potency, µM (titrated, usually from 76.6 µM), without a hit: at the top dose activity change, negative = inhibition, hits mostly inhibitors | hit rate 0.093% among 390,000 | AID 602179, 2012; also: potency is read from the fitted curve at half-maximal effect; % is scaled to controls: 0 for no effect and ±100 for the full control effect; nearly all actives have a fitted effect of over 65% in size
Target sequence (O75874 whole entry R132H, stated change not applied): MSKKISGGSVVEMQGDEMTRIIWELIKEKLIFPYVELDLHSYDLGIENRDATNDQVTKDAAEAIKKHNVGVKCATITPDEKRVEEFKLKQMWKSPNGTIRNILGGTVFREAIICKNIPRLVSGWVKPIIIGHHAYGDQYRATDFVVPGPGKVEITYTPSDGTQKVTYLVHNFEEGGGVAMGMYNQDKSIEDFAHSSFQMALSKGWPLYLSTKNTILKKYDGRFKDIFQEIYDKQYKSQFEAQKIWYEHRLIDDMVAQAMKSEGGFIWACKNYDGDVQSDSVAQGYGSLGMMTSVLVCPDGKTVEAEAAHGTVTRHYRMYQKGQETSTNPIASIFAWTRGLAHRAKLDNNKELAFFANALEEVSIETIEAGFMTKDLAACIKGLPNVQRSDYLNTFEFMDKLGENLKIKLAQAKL
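IDH1-R132H (0.5 ug/mL dispensed) in pH 7.5 Tris buffer was preincubated 30 min with compound, then given a substrate mix of 0.016 mM NADPH and 2 mM alpha-KG for 80 min at room temperature; remaining NADPH was read by diaphorase/resazurin fluorescence.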
USP1 inh: Inhibitors of USP1/UAF1: Primary Screen; recombinant USP1/UAF1, Ub-Rhodamine cleavage fluorescence; Ubiquitin carboxyl-terminal hydrolase 1 (Homo sapiens), O94782; Potency, µM (series often up to 57.1 µM), for the others: at the highest dose activity change, negative = inhibition, most hits filed as inhibitors; AID 743255, 2014; hit rate 0.23% among 390,000; also: potency is read from the fitted curve at half-maximal effect; % is scaled to controls: 0 for no effect and ±100 for the full control effect; nearly all actives have a fitted effect of over 60% in size; inactives centre near -12
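USP1/UAF1 complex (1 nM) preincubated 15 min at room temperature with compound, then Ub-Rho substrate (150 nM final) added. Kinetic fluorescence at 480/540 nm over 6 reads at 60 s intervals; 50 mM HEPES pH 7.8, 0.5 mM EDTA, 0.1 mg/ml BSA, 1 mM TCEP, 0.01% Tween-20.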
* hit, by the source's call; ? = inconclusive; · = no result given; [ ] = dose if it differs, or a comment. Unless noted, calls follow the shape of the dose curve; as a rule, active = well fitted curve in the direction sought with a large enough effect; inconclusive = small, poorly fitted or top-dose-only effect, or another doubt; inactive = no such curve, though single readings can be large; an effect the other way counts as inactive or inconclusive. The list is partial, so the mix of outcomes need not match the whole.

SMILES	LDHA inh	Vif-A3F inh	Glioma ERSR ind	RGS4 inh	TrxR1 substrate	rTrxR1 inhibitor	Vif-APOBEC3G blk	mIDH1 inhibitor	USP1 inh
Nc1nc(C2CCCN2S(=O)(=O)c2ccc(Cl)cc2)cs1 (stereo not drawn)	3	·	-2%	-11%	-1%	-1%	-2%	5%	0%
O=C(O)C1CCN(S(=O)(=O)c2ccc3c(c2)OCCCO3)CC1	-3	3%	-7%	6%	-5%	12%	3%	-15%	-8%
Nc1nnc(CCS(=O)(=O)c2ccc(Br)cc2)s1	-5	2%	-5%	-2%	-8%	-4%	-1%	6%	-8%
Cn1c(=S)[nH]c(=O)c2ncc(=O)[nH]c21	-6	-1%	1%	2%	2%[57.1 µM]	-22%[57.1 µM]	0%	8%	6%
COc1ccc(C2Nc3ccccc3NC3=C2C(=O)CC(C)(C)C3)cc1 (stereo not drawn)	8	-18%	19%	-34%	-5%	-15%	0%	8%	-25%
COc1ccc(NC(=S)N2CCN(S(=O)(=O)c3ccc(OC)cc3)CC2)cc1	2	2%	-3%	-53%	4%	8%	-1%	0%	-26%
O=C(CC(NC(=O)OCc1ccccc1)C(=O)OCc1ccccc1)OCc1ccccc1 (stereo not drawn)	-6	1%	-4%	-6%	-3%	8%	-1%	2%	-24%
Cc1cc(=O)[nH]c(SCC(=O)c2ccc(C(C)C)cc2)n1	-3	2%	6%	-24%	-5%[57.1 µM]	17%[57.1 µM]	-6%	11%	-25%
Cc1c2ccccc2c(C)c2c1ccc1ccccc12	-1	0%	7%	-15%	19%	-4%	1%	-2%	-23%
C/C(N)=C(/C#N)C(=O)CSc1nc2ccccc2c(=O)n1CCCOC(C)C	-2	-6%	0%	7%	-6%	-15%	-2%	-2%	-20%
O=C(CNC(=O)c1ccco1)NCC(=O)OCc1c(F)cccc1Cl	-2	2%	-3%	13%	-12%	-18%	-1%	5%	-19%
O=C(CN=C1NS(=O)(=O)c2ccccc21)OCC(=O)c1ccccc1	-5	5%	0%	10%	3%	11%	0%	3%	-9%
CC1(C)SCC2C(=O)N3C(CSC3(C)C)C(=O)N21 (stereo not drawn)	2	-1%	-3%	-17%	12%	23%	-1%	5%	-20%
O=C(c1ccc2c(c1)OCO2)N1CCOCC1	-16	-10%	-3%	5%	9%	20%	0%	-2%	-27%
CNC(=O)c1c(NC(=O)c2ccc(N3C(=O)CCC3=O)cc2)sc2c1CCC(C)C2 (stereo not drawn)	0	2%	-5%	-18%	-2%	-5%	-4%	8%	-15%
O=C(CCCCCCCC(=O)NNC(=O)Nc1ccccc1)NNC(=O)Nc1ccccc1	?	14%	-7%	-26%	12%[57.1 µM]	21%[57.1 µM]	-2%	4%	-15%
COC(=O)c1cc(S(=O)(=O)N2CCCCC2)c[nH]1	-7	6%	-4%	18%	3%	17%	0%	1%	-7%
COc1cc(/C=C/C(=O)O)cc(S(=O)(=O)Nc2ccc3c(c2)OCO3)c1OC	4	2%	2%	-21%	13%	27%	-10%	11%	-15%
COc1ccc(C)cc1NC(=O)Cn1c(=O)cc(C)c2c(C)nn(C)c21	1	·	·	-10%	1%[57.1 µM]	14%[57.1 µM]	·	·	6%
COc1ccc2c(c1)CCc1c(C(=O)NC3CCCCC3)noc1-2	5	-6%	8%	3%	6%[57.1 µM]	?	-5%	3%	-2%
O=C(NC1=NCCS1)c1ccc(Cl)s1	3	-10%	10%	24%	3%	6%	1%	11%	-12%
CC1(C)CC(=O)C=C(NCc2ccccc2)C1	-7	-11%	-4%	18%	6%	11%	0%	4%	?
OCCCN1CCN(CCCOc2ccccc2-c2ccccc2)CC1	-2	4%	-4%	5%	-5%	2%	1%	2%	-7%
CCOC(=O)c1c(C)[nH]c(C2=NNC(=NC(C)COC)SC2)c1C (stereo not drawn)	5	-3%	-7%	-23%	-14%	?	?	0%	-17%
O=C(Nc1ccc2c(c1)[nH]c(=O)c1ccccc12)C(F)(F)F	-2	-1%	-2%	-11%	9%[11.4 µM]	14%[11.4 µM]	2%	6%	-22%

2 of the compounds above, as labelled records.
> Nc1nnc(CCS(=O)(=O)c2ccc(Br)cc2)s1
  LDHA inh: -5	Vif-A3F inh: 2%	Glioma ERSR ind: -5%	RGS4 inh: -2%	TrxR1 substrate: -8%	rTrxR1 inhibitor: -4%	Vif-APOBEC3G blk: -1%	mIDH1 inhibitor: 6%	USP1 inh: -8%

> Cn1c(=S)[nH]c(=O)c2ncc(=O)[nH]c21
  LDHA inh: -6	Vif-A3F inh: -1%	Glioma ERSR ind: 1%	RGS4 inh: 2%	TrxR1 substrate: 2%[57.1 µM]	rTrxR1 inhibitor: -22%[57.1 µM]	Vif-APOBEC3G blk: 0%	mIDH1 inhibitor: 8%	USP1 inh: 6%

(next part)
SMILES	LDHA inh	Vif-A3F inh	Glioma ERSR ind	RGS4 inh	TrxR1 substrate	rTrxR1 inhibitor	Vif-APOBEC3G blk	mIDH1 inhibitor	USP1 inh
Cc1ccc(/C=N/N2C(=S)SC(C)(C)C2N(O)C(=O)Nc2ccc([N+](=O)[O-])cc2)cc1 (stereo not drawn)	4	·	?	-38%	-1%	7%	0%	2%	-9%
COC(=O)C1=C(C)N(Cc2ccccc2)C(=NCc2cc(OC)c(OC)c(OC)c2)N[C@H]1CCc1ccccc1	-2	-2%	-5%	9%	2%[57.1 µM]	-3%[57.1 µM]	5%	-4%	-18%
O=C(Oc1ccccc1Cl)c1ccccc1P(=O)(O)O	-7	-1%	-2%	0%	6%[57.1 µM]	15%[57.1 µM]	3%	-3%	-14%
CSc1ncc2c(n1)-c1ccccc1N(Cc1ccccc1C)S2(=O)=O	1	-17%	-2%	-12%	4%[57.1 µM]	19%[57.1 µM]	-5%	-10%	-30%
COC(=O)CN1CCN(C(=O)c2ccc(F)cc2)c2ccccc2C1	-5	-12%	9%	14%[11.4 µM]	6%[57.1 µM]	2%[57.1 µM]	-2%	4%	0%
O=C(NC(=S)Nc1ccc(F)cc1)c1ccc2c(c1)OCCO2	-3	?	-1%	5%[11.4 µM]	-2%	?	0%	-3%	-2%
Cc1nc(CN2CCN(C(=O)NC3(c4ccccc4)CC3)CC2)cs1	2	-2%	-4%	6%[11.4 µM]	9%[57.1 µM]	-3%[57.1 µM]	-3%	0%	-6%
COc1ccc(C(=O)Nc2nc(N)n(-c3ccccc3)n2)cc1	2	0%	-3%	-2%	-8%	-7%	0%	1%	-18%
O=c1[nH]cnc2c1ncn2[C@@H]1O[C@H](CO)[C@@H](O)[C@H]1O	-5	-2%	-2%	-3%	2%	9%	-15%	-9%	-29%
COCCN(C(=O)COC(=O)CCCc1c[nH]c2ccccc12)c1c(N)n(Cc2ccccc2)c(=O)[nH]c1=O	1	-12%	-2%	2%	3%	-12%	1%	-5%	-5%
COc1ccc(-c2nc(CN3CCC(C(=O)NCc4ccccc4)CC3)c(C)o2)cc1OC	-5	-8%	-3%	0%	11%	26%	-1%	0%	-20%
COc1ccc(-n2c(SCC(=O)Nc3ccc4c(c3)OCO4)nc3c(c2=O)SCC3)cc1	-2	4%	0%	-3%	-3%[57.1 µM]	13%[57.1 µM]	0%	-3%	-10%
COc1cc(OC)cc(C(=O)NCC2CCCN(C(=O)c3oc(C)cc3C)C2)c1 (stereo not drawn)	-2	5%	-2%	-7%	9%	2%	1%	7%	-23%
COc1ccc(C2c3cc(OC)c(OC)cc3CCN2S(C)(=O)=O)cc1OC (stereo not drawn)	-3	6%	0%	5%	2%[57.1 µM]	10%[57.1 µM]	2%	0%	-28%
Cc1cc2cc(CNC(=O)Nc3ccccc3)ccc2n1C	-5	-8%	5%	13%	5%[57.1 µM]	5%[57.1 µM]	-4%	9%	-17%
COc1cccc(CN2CCNC(=O)C2CC(=O)NC2CCCC2)c1OC (stereo not drawn)	-8	2%	-4%	13%	11%	?	2%	3%	1%
COc1ccc(NC(=O)COc2ccc(N(C)S(=O)(=O)c3ccc(C)cc3)cc2)cc1	-7	1%	-3%	4%	-3%	2%	-2%	2%	1%
Cc1ccc(-n2ccnc(NCCc3ccc(S(N)(=O)=O)cc3)c2=O)c(C)c1	-1	-4%	2%	-17%	5%[57.1 µM]	10%[57.1 µM]	1%	-3%	-24%
CCC(C)Sc1ccc(-c2nc3ccc(Cl)cn3c2NCc2ccccc2)cc1 (stereo not drawn)	1	2%	4%	-9%	20%	17%	6%	10%	-23%
